GSK3 alpha inh: blockers of GSK3A enzyme activity – biochemical, luminescence, cell-free homogeneous, HTS, primary screen | GSK-3 alpha kinase, ADP-Glo luminescence, 60 min | inhibition, % at 10 µM | hit rate 0.1% among 320,000 | Glycogen synthase kinase-3 alpha (Homo sapiens), P49840 | AID 2650, 2010;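 in the data active = inhibition above about 50%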;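 note: GST-tagged GSK-3 alpha with peptide substrate and 25 µM ATP; 0% = DMSO neutral wells and 100% = GW8510 positive control wells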
Target sequence (P49840 whole entry, looked up): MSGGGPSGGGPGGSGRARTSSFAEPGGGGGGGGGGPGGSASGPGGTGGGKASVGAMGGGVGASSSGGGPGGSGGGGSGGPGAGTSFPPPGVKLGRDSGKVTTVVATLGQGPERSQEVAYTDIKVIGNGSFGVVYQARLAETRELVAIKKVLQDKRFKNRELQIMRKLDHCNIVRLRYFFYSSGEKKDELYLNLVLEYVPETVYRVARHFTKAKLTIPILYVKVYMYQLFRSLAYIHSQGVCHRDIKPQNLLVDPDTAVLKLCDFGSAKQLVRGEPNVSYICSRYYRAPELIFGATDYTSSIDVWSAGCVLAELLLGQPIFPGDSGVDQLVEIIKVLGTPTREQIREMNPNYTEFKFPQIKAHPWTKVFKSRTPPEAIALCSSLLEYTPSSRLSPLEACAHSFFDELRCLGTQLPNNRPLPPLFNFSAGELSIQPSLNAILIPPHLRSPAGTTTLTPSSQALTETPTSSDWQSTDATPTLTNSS
Dyrk1A ADPGlo: rat Dyrk1A kinase inhibitors, primary screen, biochemical, single point, plate reader; Dual specificity tyrosine-phosphorylation-regulated kinase 1A (Rattus norvegicus), Q63470; ADP-Glo luminescence, NFATc1 peptide; inhibition, % at 12.5 µM; hit rate 0.43% among 310,000; in the data active = inhibition above about 50%;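 note: plate controls were vehicle with enzyme for no effect and no enzyme for full effect; many of its hits are not listed in these tables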
aSyn 5UTR inh: MLPCN primary screen, SNCA 5' untranslated region; alpha-synuclein 5'UTR reporter, inhibitor activity; AID 1813, 2009; hit rate 0.82% among 300,000; inhibition, % (tested at 7.5 µM); in the data active = inhibition above about 60%;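 note: H4 neuroglioblastoma cells stably carrying SNCA 5'UTR luciferase fusion; 0% = DMSO wells and 100% = positive control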
Platelet DG rel: inhibitors of platelet dense granule secretion, primary screen, cell-based, MLPCN, human platelets. human platelet-rich plasma, SFLLRN dense granule ATP release, luminescence. inhibition, %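 (compounds screened at 7.5 µM in platelet-rich plasma)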. hit rate 0.22% among 300,000;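 active = mean replicate score, as percent of positive control, at or above 50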
HSF-1 act: HSF-1 activators, primary screen, NIH3T3-HGL cells, MG132 stress, luminescence, single point; NIH3T3-HGL HSF-1 luciferase reporter, 8 h; 100% = twice DMSO control signal; activation, % at 9 µM; hit rate 1.7% among 300,000;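 active = mean replicate activation of at least 50% with a set share of replicates each reaching 50%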;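 note: 0% = median of the neutral control wells and 100% = twice that signal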
GSK3beta inhib: human GSK3beta kinase inhibitors, primary screen, biochemical, cell-free homogeneous, HTS; GST-GSK3beta kinase, ADP-Glo luminescence, 60 min; hits give low values; hit rate 0.038% among 300,000; Glycogen synthase kinase-3 beta (Homo sapiens), P49841; activity score (negative = inhibition), % at 10 µM; AID 2097, 2009;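 active = more than half of replicate wells score below -50%, meaning over 50% inhibition versus plate controls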;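 note: 0% = median DMSO wells and -100% = median GW8510 positive control wells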
Target sequence (P49841 whole entry, looked up): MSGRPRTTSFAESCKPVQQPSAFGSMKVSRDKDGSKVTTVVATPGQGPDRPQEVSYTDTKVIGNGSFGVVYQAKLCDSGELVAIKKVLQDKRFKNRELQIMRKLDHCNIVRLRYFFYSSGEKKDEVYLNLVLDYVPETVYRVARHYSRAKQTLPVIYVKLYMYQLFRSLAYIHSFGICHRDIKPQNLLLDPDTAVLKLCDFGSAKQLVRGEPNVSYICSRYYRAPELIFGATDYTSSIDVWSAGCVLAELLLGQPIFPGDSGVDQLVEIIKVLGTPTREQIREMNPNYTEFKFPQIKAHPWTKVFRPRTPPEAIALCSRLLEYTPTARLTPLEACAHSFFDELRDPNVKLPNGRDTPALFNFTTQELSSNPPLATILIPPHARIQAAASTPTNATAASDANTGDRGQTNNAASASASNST
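test system = GST-tagged human GSK3beta kinase, cell-free | reagent = 25 µM ATP with peptide substrate | dosing = one dose of 10 µM per compound | schedule = 60 min reaction, RT | detection = luminescent ADP-Glo measurement of ADP formed | control set = DMSO neutral wells and GW8510 at 20 µM as positive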
IEC-6 cytotox: cytotoxicity in IEC-6 intestinal epithelial cells, primary screen, cytotoxicity control for KLF5 inhibitor project, cell-based, luminescence; hit rate 0.78% among 290,000; IEC-6 cytotoxicity, luminescence viability; inhibition, % at 5 µM; in the data active = inhibition above about 22%;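 note: 0% = plate median of test compound wells and 100% = cytotoxic reference compound wells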
KLF5 inhibitor: KLF5 expression inhibitors, primary screen, DLD-1 cells, luminescence | AID 1700, 2009 | DLD-1 KLF5 promoter-luciferase reporter | inhibition, % at 5 µM | hit rate 0.23% among 290,000;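 active = inhibition above a per-plate limit of that plate's mean compound inhibition plus 3 SD, cut at about 60% in these data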;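 note: 0% = DMSO wells and 100% = LY294002 at 200 µM; higher means less KLF5 promoter-driven luciferase light; inactives centre near -14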
HSF1 inh: HSF1 inhibitors in luciferase reporter cells, primary screen, cell-based, NIH3T3, luminescence; NIH3T3-HGL HSE-luciferase, MG132-induced, luminescence 8 h; hits give low values; AID 2098, 2009; hit rate 0.77% among 300,000; activity change, negative = inhibition, % at 7.5 µM (by protocol);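 active = more than half of replicate wells show activity change below -50%, luminescence cut by over half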;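 note: luciferase reports HSF-1 transcriptional activity via heat shock element; 0% = median of DMSO wells and -100% = zero luminescence signal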
HSP90 refold inh: HSP90 inhibitors, primary screen, cell lysate, luminescence; Rabbit reticulocyte lysate, luciferase refolding luminescence, 3 h; inhibition, % at 5.6 µM; hit rate 0.91% among 290,000; AID 1789, 2009;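 active = inhibition above the screen-wide mean plus 3 SD, computed separately per campaign, cut at about 16% in these data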;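 note: 0% = DMSO wells and 100% = 60 µM geldanamycin wells; inhibitors lower the luminescence because luciferase stays unfolded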
The depositor's hits bear a star; nt = not tested or not shown; & = joins results of further samples.

SMILES | GSK3 alpha inh | Dyrk1A ADPGlo | aSyn 5UTR inh | Platelet DG rel | HSF-1 act | GSK3beta inhib | IEC-6 cytotox | KLF5 inhibitor | HSF1 inh | HSP90 refold inh
N#CC1=C(S)N(c2ccccc2)C(c2ccco2)NC1=O (stereo not drawn) | 43 | nt | 0 | -5 | -25 | -2 | 1 | -20 | -5 | 0
COc1cc(F)c(C(=O)NC(C)(C)CO)cc1OC | nt | 9 | 28 | 0 | -8 | 1 | nt | nt | -4 | nt
Cc1cc(C)c(S(=O)(=O)Nc2cccc(S(=O)(=O)NC3=NCCC3)c2)c(C)c1 | -6 | 1 | 0 | -3 | -10 | 3 | -15 | -12 | 0 | -4
O=C(O)CC1(CC(=O)Nc2ccc3ccccc3c2)CCCCC1 | -1 | 5 | 18 | -4 | -46 | 1 | -2 | -11 | -25 | -2
O=C(O)CSCCC(=O)Nc1ccc(F)cc1 | 1 | 2 | -2 | 9 | -4 | 0 | 3 | -14 | -4 | -2
O=C(c1ccco1)N1CCCN(Cc2nc(-c3ccc4c(c3)OCO4)no2)CC1 | 0 | 7 | -28 | -9 | 5 | 1 | -5 | -11 | 4 | 1
FC(F)(F)c1ccc(-c2nc(=S)[nH][nH]2)cc1 | -3 | 4 | -7 | 3 | 0 | 2 | 11 | -42 | 10 | 1
CCC(C)(C)NC(=O)CN(C(=O)C(=O)Nc1ccc2c(c1)OCCO2)N1CCOCC1 | -1 | 6 | -7 | -2 | 3 | -9 | 4 | -17 | -6 | 2
CCCCN(C(=O)CSc1nnc2ccccn12)c1c(N)n(Cc2ccccc2)c(=O)[nH]c1=O | 0 | -1 | 13 | -2 | 10 | -2 | -1 | -12 | 10 | -1
CC(=O)c1c(N2CCOCC2)nc(=S)n(-c2ccccc2)c1C | 4 | 3 | -4 | 0 | -5 | 4 | 2 | -10 | 0 | 3
O=C(N/N=C\c1cccnc1)c1ccc(Br)s1 | 9 | -8 | -16 | 2 | 16 | -2 | 13 | -48 | 1 | -6
CC1=C(C(=O)OCc2ccccc2)C(c2ccc3ccccc3c2)NC(=O)N1CCCC(=O)O (stereo not drawn) | 0 | 14 | -31 | -6 | 2 | 2 | 5 | -13 | -2 | 2
CCCCN(CC)CCNC(=O)c1cc2cc3ccc(Cl)cc3nc2o1 | 2 | 4 | -6 | -2 | 19 | 0 | -3 | -5 | 4 | -1
CC(NC(=O)CSc1nc2ccccc2c(=O)[nH]1)c1ccccc1 (stereo not drawn) | 2 | 1 | 21 | 1 | 14 | 2 | 2 | -14 | 11 | -1
CC(=O)Nc1ccc2nc(N)sc2c1 | 1 | 17 | -107 | 4 | -11 | 0 | 0 | -19 | -5 | -4
NCCNC(=O)Cc1cccc(NC(=O)Cc2ccc(Nc3ncnc4c3ncn4[C@@H]3O[C@H](CO)[C@@H](O)[C@H]3O)cc2)c1 | -2 | 6 | 22 | 31 | -34 | 2 | nt | nt | -23 | nt
CCn1cc(C(=O)N(CCCN2CCOCC2)Cc2ccco2)c(=O)c2ccc(C)nc21 | -6 | 0 | 7 | 12 | 21 | -2 | -8 | -20 | 3 | -2
Cc1ccc(SCc2ccc(C(=O)Nc3cccc([N+](=O)[O-])c3C)cc2)cc1 | -4 | -2 | 2 | 1 | -7 | 1 | 4 | -11 | -5 | 4
O=C(CCC(=O)n1ncc2ccccc21)NCc1ccccc1Cl | -1 | 4 | -58 | 1 | -4 | 3 | -4 | -30 | 1 | -3
O=c1nc2scc(-c3ccccc3)n2c2ccccc12 | -4 | -12 | 31 | -4 | 4 | 3 | -8 | -19 | -4 | 2
O=C(Nc1sc2c(c1C(=O)NCc1ccco1)CCCC2)c1ccc2c(c1)OCO2 | 0 | -6 | -187 | -10 | 13 | -2 | 1 | 4 | 18 | -2
COc1cc(Cl)ccc1OCc1cc(C(=O)NCc2cc(C(C)C)no2)no1 | 1 | 3 | -147 | -5 | 29 | 1 | 5 | -103 | 4 | -5
O=C(O/N=C1/CCSc2ccccc21)c1ccc(F)cc1 | -1 | -9 | 16 | -29 | 2 | -1 | 8 | 5 | -2 | -1
CC(C)CC(=O)/C(=C/c1ccc(N(C)C)cc1)n1cncn1 | -2 | 0 | -15 | -2 | 0 | 1 | -1 | -34 | -4 | 0
Cc1onc(-c2ccccc2Cl)c1C(=O)OCN1C(=O)c2ccccc2C1=O | 0 | -6 | 3 | -1 | 3 | 2 | 6 | -30 | 1 | 4
COc1ccccc1N1CCN(C(=O)c2oc3ccc(F)cc3c2C)CC1 | 0 | -3 | 5 | 3 | 2 | 2 | -4 | 4 | -2 | 3
CCCn1c(=S)[nH]c2cc(OC)c(OC)cc2c1=O | 1 | -8 | -11 | 1 | -2 | 3 | -4 | -15 | -12 | 0
CC(=O)Nc1ccc(S(=O)(=O)NC2CC(=O)N(c3ccc(C)cc3)C2)cc1 (stereo not drawn) | -2 | 2 | 9 | 3 | 2 | 3 | nt | nt | 4 | nt
Nc1nc2ccc(OC(F)(F)F)cc2s1 | -3&4 | 3 | -74&-73 | 4&1 | -45&9 | -1&-3 | -1&2 | -39&-44 | -29&-3 | 4&-3
O=C(CN1C(=O)C2(OCCCO2)c2ccccc21)NCc1ccccc1 | 1 | -17 | 6 | 3 | -6 | -2 | -1 | -7 | -2 | 1
CN(C)c1ccc(C(=O)N2CCCC(CCC(=O)N3CCN(c4ccccn4)CC3)C2)cc1 (stereo not drawn) | -1 | 5 | -22 | -9 | -11 | 4 | -6 | -13 | -7 | 4
CN(C)c1nc(N)nc(Cn2nnc(-c3ccc(C(F)(F)F)cc3)n2)n1 | -2 | nt | 28 | 5 | 4 | -1 | 2 | -18 | -4 | 0
Clc1ccc2[nH]c3c(c2c1)CNCC3 | 1 | 9 | 26 | -2 | -2 | 0 | -2 | -37 | 1 | -7
COCCn1c(SCC(=O)N2CCCCC2)nc2c([nH]c3ccccc32)c1=O | 6 | -3 | 13 | -14 | 14 | 0 | 1 | -8 | -3 | 0
Cc1c(C(=O)Nc2ccc(Oc3ccccc3)cc2)sc2nc3n(c(=O)c12)CCC3 | -1 | 3 | -9 | -5 | 9 | 4 | 0 | -38 | 6 | 1
CCN1C(=O)c2cccc3c(NC(=O)c4ccc(S(=O)(=O)N5CCOCC5)cc4)ccc1c23 | -4 | -2 | -11 | -3 | 12 | -3 | 8 | -14 | 2 | 1
Cc1ccc(-c2nnc(Oc3cccc(C)c3)c3ccccc23)cc1 | 0 | -9 | -36 | 13 | 29 | 2 | -7 | 14 | 25 | -2
O=c1[nH]c2ccccc2n1CCCN1CCCCC1 | -1 | 4 | 6 | 7 | -9 | 2 | -1 | -32 | 5 | 0
COCCNC(=O)/C(C#N)=C/c1ccc(N2CCOCC2)o1 | -1 | -2 | -14 | -4 | -6 | 0 | 5 | -33 | -4 | -1
Cc1c(Nc2nc(-c3ccc(Cl)cc3)cs2)c(=O)n(-c2ccccc2)n1C | -1 | -7 | 13 | 12 | 17 | 1 | 1 | -20 | 21 | -1
CC(NCC1COc2ccccc2O1)C(=O)NCc1ccccc1 (stereo not drawn) | nt | 0 | -1 | -1 | -14 | -5 | -1 | -41 | -7 | 0
Cc1cccc(OCC(=O)N/N=C/c2cc([N+](=O)[O-])ccc2N2CCOCC2)c1 | 0 | 2 | -10 | -2 | -6 | 0 | 7 | -32 | -8 | 1
COc1ccc(-n2c(SCC(=O)c3ccc[nH]3)nnc2-c2ccccc2)cc1 | 6 | -1 | -4 | -1 | -5 | 3 | -2 | -20 | 4 | -1
CCN(CC)CCn1c(=N)n(CCO)c2ccccc21 | -1 | -1 | -16 | 4 | -2 | -5 | 2 | -16 | -13 | -2
Cc1ccc(S(=O)(=O)NCC(=O)OCC(=O)Nc2cccc(S(=O)(=O)NC3=NCCCCC3)c2)cc1 | -1 | nt | 15 | 9 | 8 | 0 | 4 | -21 | -6 | 2
COc1ccc(CCn2c(NN)nc3c2c(=O)[nH]c(=O)n3C)cc1 | 6 | nt | 13 | -1 | 2 | 3 | 5 | 4 | -12 | -1
COc1cc(CNc2ccc(N3CCCC3)cc2)ccc1OCc1ccccc1F | 2 | -1 | nt | nt | nt | nt | -7 | -10 | nt | -3
COc1ccc(C(C(=O)NCC2CCCO2)N(C(=O)CNC(=O)c2cccs2)c2ccc(C)cc2)cc1OC (stereo not drawn) | 0 | 3 | -7 | -1 | 4 | 1 | 5 | -14 | -6 | 1
CC(=O)n1cc(-c2ccncc2)c2ccccc21 | 23 | 69* | 4 | -4 | 14 | -13 | 3 | 0 | -2 | -6
CCCCN=C1NN=C(c2cccc([N+](=O)[O-])c2)CS1 | 0 | 0 | -68 | -2 | 10 | -1 | -7 | -41 | 1 | -3
(next part)
SMILES | GSK3 alpha inh | Dyrk1A ADPGlo | aSyn 5UTR inh | Platelet DG rel | HSF-1 act | GSK3beta inhib | IEC-6 cytotox | KLF5 inhibitor | HSF1 inh | HSP90 refold inh
Cn1c(-c2ccc3c(c2)OCO3)cnc1NCc1ccccc1 | 1 | 16 | -104 | 0 | -2 | -2 | 0 | -61 | -5 | -3
NS(=O)(=O)c1ccc(NCc2ccccc2OCc2ccccc2F)cc1 | -1 | 1 | -8 | -2 | 14 | -6 | -1 | -13 | 1 | 0
CCCn1c(=N)n(CC(=O)OCC)c2ccccc21 | -5 | -6 | 1 | -2 | 0 | 1 | -8 | -10 | 5 | -4
Cc1ccccc1C(=O)NCCCNC(=O)c1ccco1 | 1 | -5 | -21 | -1 | -13 | 1 | 4 | -11 | -1 | -4
COCc1ccc([C@@H]2C[C@H]3CN(Cc4cccc(Cl)c4)C(=O)[C@]34CCCN24)o1 | -2 | 15 | -1 | 17 | -22 | 1 | -2 | -10 | -3 | 2
Cc1csc2c(N3CCN(C(=O)Nc4ccc(Cl)c(Cl)c4)CC3)ncnc12 | -2 | -6 | 0 | 2 | 6 | 3 | 4 | -14 | 2 | -4
CCNc1nc(NCC)nc(-n2nc(C)cc2C)n1 | 0 | 1 | 29 | 3 | -3 | 2 | -1 | -24 | -4 | 3
COC(=O)CCN(C(=O)c1ccc(N2CCCC2)c([N+](=O)[O-])c1)c1ccccn1 | 1 | 1 | 18 | 27 | 6 | 1 | 3 | -22 | 5 | 3
COc1cc(NC(=O)Cc2ccccc2)c(C(=O)O)cc1OC | -3 | 6 | -11 | -2 | 0 | 1 | 0 | -30 | -9 | 2
CCN(CC(=O)NCc1ccc(Cl)cc1)C(=O)CSc1ccc(F)cc1 | -1 | -1 | 13 | -6 | 12 | -5 | nt | nt | 4 | nt

These rows are one share of the data; rates above refer to the full screens.
